Compound activity (PubChem)
FLuc stim CS: affects firefly luciferase, flagging false hits in luciferase stimulation screens | P08659 | ATPlite luciferase biochemical, luminescence, 10 min; 0 = ATP-free wells, 1 = DMSO control | activation factor at 10 µM | 200,000 tested, under 10 active;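 active = luciferase activation factor, scaled between plate controls, of at least 2 with compound at 10 µM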
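System: cell-free luciferase reagent; medium: PBS as buffer for the ATP substrate; doses: test compounds dosed from 2 mM stocks in 100% DMSO; incubation: 10 min, room temperature; measured by: luminescence from luciferase reaction; read-out: luciferase activation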
Diaphorase inh: counter-screen for diaphorase-based assays: diaphorase inhibitors and chemical oxidizers | diaphorase resazurin-to-resorufin fluorescence, NADH, 16 min; bacterial (C. kluyveri) enzyme, not human | inhibition, % at 20 µM | hit rate 0.69% among 190,000;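 active = primary screen inhibition at 20 µM above a set limit, cut at about 50% in these data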;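 also: plate controls were DMSO with full reaction for no effect and wells lacking NADH for full effect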
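Test system: bacterial diaphorase enzyme (C. kluyveri); Quantity: 0.14 U/mL diaphorase, enzyme working solution; Times: reaction incubation of 16 min at room temperature; Measured by: fluorescence of resorufin formed from resazurin, Ex 544/Em 590 nm; Benchmarks: positive control minus NADH, DMSO neutral control.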
Diaph act CS: diaphorase activation or chemical reduction counter-screen. Diaphorase/resazurin coupled assay, resorufin fluorescence, 16 min; hits give high values; 1 = vehicle wells, 0 = NADH-free wells. activation factor at 20 µM. hit rate 0.005% among 190,000. AID 1229;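 active = diaphorase activity raised at least twofold by the compound at 20 µM; inactive = activation factor below 2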
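Measured by – red resorufin fluorescence at 544/590 nm excitation/emission · Test system – Clostridium kluyveri diaphorase, purified enzyme · Incubation – reaction time 16 min, room temperature · Buffer or medium – 50 mM HEPES pH 7.4 with 4.542 mM MgCl2, 0.005% Tween 20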
Efa HMGR inh: E. faecalis class II HMG-CoA reductase inhibition; purified E. faecalis HMGR, NADPH absorbance 340 nm kinetic; inhibition, % at 10 µM; hit rate 0.41% among 190,000; AID 1066;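 active = inhibition above a set limit, the median over all tested compounds plus 3 SD, cut at about 9.5% in these data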;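 also: enzyme runs in reverse so mevalonate oxidation gives rising NADPH absorbance; 0% = complete reaction with DMSO and 100% = background rate lacking mevalonate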
G6PDH CS: inhibits Leuconostoc G6PDH, flagging false hits in G6PDH-based assays; Purified L. mesenteroides G6PDH, diaphorase/resazurin coupled fluorescence, 45 min; inhibition, % at 5 µM; hit rate 0.12% among 200,000; in the data active = inhibition above about 50%
PMI act hi M6P: activators of human phosphomannose isomerase at near-saturating mannose 6-phosphate; coupled PMI enzyme assay, resazurin fluorescence, 20 min; hits give high values; 1 = untreated enzyme, 0 = substrate-free blank; activation factor at 20 µM; hit rate 0.34% among 190,000; AID 1216;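 active = activation factor of 2 or more at 20 µM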
Target sequence (P34949 whole entry, looked up): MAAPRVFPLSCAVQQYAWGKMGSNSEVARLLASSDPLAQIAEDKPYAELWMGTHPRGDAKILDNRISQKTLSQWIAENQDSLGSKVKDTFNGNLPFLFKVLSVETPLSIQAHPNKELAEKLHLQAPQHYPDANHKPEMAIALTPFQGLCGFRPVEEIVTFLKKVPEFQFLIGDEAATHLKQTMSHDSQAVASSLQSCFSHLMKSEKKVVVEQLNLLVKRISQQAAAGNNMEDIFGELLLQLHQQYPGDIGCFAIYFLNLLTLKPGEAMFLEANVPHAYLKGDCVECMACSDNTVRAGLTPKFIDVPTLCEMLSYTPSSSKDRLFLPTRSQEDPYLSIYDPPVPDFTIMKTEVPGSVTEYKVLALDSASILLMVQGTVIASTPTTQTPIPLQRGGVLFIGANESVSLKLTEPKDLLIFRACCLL
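Technique: Diaphorase-driven resazurin-to-resorufin fluorescence, excitation 544, emission 590 nm | Assay system: Human PMI in coupled enzyme assay | Times: Enzyme reaction with compound 20 min at room temperature | Medium: HEPES-buffered pH 7.4 with magnesium and detergent | Reagent: Mannose-6-phosphate 1.0 mM (near-saturating) plus 0.22 mM NADP+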
TNAP inh noacc: blocks human TNAP activity with no phosphate acceptor present; hit rate 0.26% among 200,000; inhibition, % at 20 µM; AID 1012; P05186; purified TNAP, CDP-star luminescence, 30 min;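 active = tissue-nonspecific alkaline phosphatase inhibition above about 50% at 20 µM in the single-dose screen, limit read from the data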;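 also: 0% = DMSO negative control and 100% = EDTA positive control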
Target sequence (P05186 whole entry, looked up): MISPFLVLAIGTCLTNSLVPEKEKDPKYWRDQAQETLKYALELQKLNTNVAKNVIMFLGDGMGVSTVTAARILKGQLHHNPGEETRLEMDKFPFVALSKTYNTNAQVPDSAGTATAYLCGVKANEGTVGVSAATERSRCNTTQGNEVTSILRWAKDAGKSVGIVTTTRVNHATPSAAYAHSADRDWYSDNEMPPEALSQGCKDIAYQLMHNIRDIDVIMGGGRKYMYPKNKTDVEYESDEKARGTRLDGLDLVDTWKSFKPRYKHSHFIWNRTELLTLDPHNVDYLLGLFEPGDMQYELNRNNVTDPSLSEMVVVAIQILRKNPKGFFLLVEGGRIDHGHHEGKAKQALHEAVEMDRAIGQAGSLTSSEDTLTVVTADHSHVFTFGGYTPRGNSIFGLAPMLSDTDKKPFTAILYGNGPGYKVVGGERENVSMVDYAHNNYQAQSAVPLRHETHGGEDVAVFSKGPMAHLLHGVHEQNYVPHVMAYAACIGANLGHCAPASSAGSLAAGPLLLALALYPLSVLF
PMI act: activators of human phosphomannose isomerase. purified human PMI, coupled resazurin fluorescence, 20 min; hits give high values; 1 = vehicle control, 0 substrate-free wells. activation factor at 20 µM. hit rate 0.005% among 190,000. AID 1214;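 active = activation factor of 2 or more at 20 µM, relative to plate controls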
TNAP inh hiacc: TNAP (human) inhibition, high acceptor. purified TNAP, CDP-star luminescence, 1 M DEA. inhibition, % at 20 µM. hit rate 0.03% among 200,000. AID 1135;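 active = over 50% inhibition of tissue-nonspecific alkaline phosphatase at 20 µM in the single-dose screen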;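 also: plate controls were DMSO wells for no effect and EDTA-quenched wells as full inhibition for full effect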
TNAP act hi DEA: activators of human TNAP at high phosphate acceptor concentration; P05186; purified TNAP, CDP-star luminescence, 1 M DEA, 30 min; hits give high values; 0 = EDTA background, 1 = DMSO-only activity; activation factor at 20 µM; 200,000 tested, under 10 active; AID 1136;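 active = activation factor at least 2 at 20 µM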
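system = human TNAP | amount = enzyme diluted 1/800 final | reagent = 100 µM CDP-star substrate | signal = luminescent substrate turnover signal | dosing = one dose, 20 µM | benchmarks = EDTA negative control, DMSO positive control | measure = activation factor | timing = 30 min reaction, room temperature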
The depositor's hits bear a star; & = joins results of further samples.

1: CCCCCC(=O)Nc1ccc(-c2csc(C)n2)cc1
2: C/C=C/c1ccc(OCCOc2cc(C=O)ccc2OC)c(OC)c1
3: Cc1ccc(C2(c3ccc(C)cc3)CC2C(=O)Nc2ccc([N+](=O)[O-])cc2O)cc1 (stereo not drawn)
4: CCOc1ccc(C(=O)N2CCSC2=S)cc1
5: Cc1ccc(/C=C2\SC(=S)N(c3c(C)n(C)n(-c4ccccc4)c3=O)C2=O)cc1
6: COC(=O)c1c(C(=O)OC)c2n(c1C)CCC2
7: Cc1cccc(N(CC(=O)NCc2ccccc2)C(=O)Cn2nnc(-c3ccc(C)o3)n2)c1
8: O=C(NCCN1CCOCC1)c1ccc2c(c1)ncn2C1CCCC1
9: Cn1cc(S(=O)(=O)NCc2cccs2)c(=O)n(C)c1=O
10: CCCOc1ccc2c3c(c(=O)oc2c1)CCCC3

Compound	1	2	3	4	5	6	7	8	9	10
PMI act hi M6P	1.1	1	0.9	0.9	0.9	1	1	1	1.1	1
TNAP inh hiacc	-7	4	2	-2	10	1	-10	3	-2	-3
G6PDH CS	14	8	5	2	1	-3	12	8	0	6
Efa HMGR inh	1	-1	-2	-1	-2	2	2	-6	-9	-1
Diaphorase inh	-4	15	19	6	9	6	9	8	-2	12
FLuc stim CS	0.9	0.7	1.1	1.1	1	1	1.1	1	1	1.1
TNAP inh noacc	-2	-3	8	-9	14	-9	-8	-3	-11	2
PMI act	1.1	1	1	1	0.9	1	1.1	0.9	1.1	0.9
TNAP act hi DEA	1.1	1	1	1	0.9	1	1.1	1	1	1
Diaph act CS	1	0.9	0.8	0.9	0.9	0.9	0.9	0.9	1	0.9

11: CC(=O)c1c(C)oc2ccc(NS(=O)(=O)c3ccc(O)c(C(=O)O)c3)cc12
12: COc1ccc(CCCC(=O)N/N=C\c2cccs2)cc1
13: CCOC(=O)c1c(C#N)cnn1-c1ccc(C)cc1
14: COC(=O)c1c(NC(=O)CN2C(=O)C(=O)N(CC(C)C)C2=O)sc2c1CCCCC2
15: COc1ccc(-n2c(=S)[nH]c3cc(C(=O)NCc4ccco4)ccc3c2=O)cc1OC
16: CC(C)CCSc1cc(NCCO)c([N+](=O)[O-])c2nonc12
17: CCOC(=O)c1c(NC(=O)Cn2cnc([N+](=O)[O-])n2)sc2c1CCC(C)C2 (stereo not drawn)
18: S=C(NNc1cccc(Cl)c1)NC1CCCCC1
19: COc1ccc(CCNC(=O)Cn2c([N+](=O)[O-])cnc2C)cc1OC
20: CC1CCCN(C(=O)Cn2c(-c3nonc3N)nc3ccccc32)C1 (stereo not drawn)

Compound	11	12	13	14	15	16	17	18	19	20
PMI act hi M6P	0.9	1	0.9	0.9	1&1.1	0.2	1	0.9	1	0.9
TNAP inh hiacc	2	-4	-5	-3	-8&-2	3	-2	3	-4	-2
G6PDH CS	-8	-1	-6	-3	8&-4	12	8	-1	10	1
Efa HMGR inh	2	-2	2	0	-4&0	0	4	-4	-3	-3
Diaphorase inh	16	8	17	20	19&4	80*	14	17	8	38
FLuc stim CS	1	1	1.1	1	1.1&1	1	1.1	1	1	1.1
TNAP inh noacc	3	-3	-19	-15	-6&-11	4	-6	-1	-6	-7
PMI act	0.9	1.1	0.9	0.7	1&1.1	0.1	1	0.9	0.9	0.9
TNAP act hi DEA	1	1	1.1	1	1.1&1	1	1	1	1	1
Diaph act CS	0.8	0.9	0.8	0.8	0.8&1	0.2	0.9	0.8	0.9	0.6

21: CC(C)(C)OC(=O)N1CCC(c2cc(=O)n3[nH]cc(C(=O)NC4CCCC4)c3n2)CC1
22: COC(=O)c1c(S(N)(=O)=O)c2ccccc2n1C
23: COc1cc(/C=N/n2c(C)n[nH]c2=S)ccc1OCc1ccccc1
24: Cc1cc(C)cc(OCC(=O)Nc2ccccc2C(=O)NCc2ccco2)c1
25: CC(C)N(C(=O)Nc1ccc2nccnc2c1)C(C)C
26: COc1ccccc1NC(=O)c1csc(-n2nc(C)cc2C(F)(F)F)n1
27: CC(C)NC(=O)c1cc(-c2ccc(Br)cc2)on1
28: COc1ccc(/C=N/Nc2cc(N(C)C)nc(N(C)C)n2)cc1
29: CCCn1c(=S)[nH]c2cc(C(=O)N3CCCC(C(=O)OCC)C3)ccc2c1=O (stereo not drawn)
30: O=C(Cn1cnc2c(oc3ccccc32)c1=O)NCc1ccco1

Compound	21	22	23	24	25	26	27	28	29	30
PMI act hi M6P	1	1	0.9	0.9	0.3	0.9	1.1	0.4	1	1
TNAP inh hiacc	-4	-3	-7	-6	2	-2	-5	-2	-4	-4
G6PDH CS	-1	4	-5	12	30	4	1	48	9	-1
Efa HMGR inh	0	-6	5	1	-2	-4	-3	1	-3	-3
Diaphorase inh	16	9	32	12	65*	13	0	33	13	12
FLuc stim CS	1	1	0.7	1.1	1	1	0.9	1	1.1	1.1
TNAP inh noacc	-13	-18	29	-16	-7	-16	-16	-15	0	-12
PMI act	1	1	0.9	1	0.3	1	1	0.4	1	1.1
TNAP act hi DEA	1	1	1.1	1.1	1	1	1.1	1	1	1
Diaph act CS	0.8	0.9	0.7	0.9	0.3	0.9	1	0.7	0.9	0.9

31: COc1cccc2c(Cl)c(CCCl)c(C)nc12
32: O=C(NC1CCCc2ccccc21)c1ccc(Br)cc1 (stereo not drawn)
33: COc1ccc(C(=O)N2CCNC(=O)C2CC(=O)Nc2ccc(C)cc2)cc1 (stereo not drawn)
34: CCOC(=O)c1cnn(-c2nc(-c3ccc(F)cc3)cs2)c1C(F)(F)F
35: Cc1ccc(-c2nc(SCC(N)=O)c(C#N)c3c2CCCC3)cc1
36: CC1CC(C)CN(C(=O)c2cc(-c3ccccn3)nc3ccccc23)C1 (stereo not drawn)
37: COc1ccc(-n2nc(C(=O)NCC(=O)NCC3CCCO3)c3ccccc3c2=O)cc1 (stereo not drawn)
38: Cc1nc2sc(C(=O)c3ccccc3)c(N)c2c2c1CCCC2
39: CCOC(=O)c1nnn(CC(=O)NC(=O)Nc2ccc(F)cc2)c1C(=O)OCC
40: O=C(CSc1nnc(-c2ccc3c(c2)OCO3)n1-c1ccccc1)c1ccc(Cl)cc1

Compound	31	32	33	34	35	36	37	38	39	40
PMI act hi M6P	1.1	1	0.9	0.9	1.1	1	0.9	1	1	1
TNAP inh hiacc	-4	-1	-3	-4	-4	0	-4	5	-1	7
G6PDH CS	8	-2	10	4	-9	3	6	-21	0	-5
Efa HMGR inh	-3	1	-5	0	0	-5	-5	0	-2	-2
Diaphorase inh	12	-4	6	14	1	22	21	29	19	2
FLuc stim CS	0.9	1	1	1	1.1	1	1	0.9	1	1
TNAP inh noacc	0	-10	-3	-8	-12	-11	-9	-9	-9	1
PMI act	1.1	0.9	0.9	0.9	1	1	0.9	0.9	1	1.1
TNAP act hi DEA	1	1	1	1	1	1	1	1	1	0.9
Diaph act CS	0.9	1	0.9	0.9	1	0.8	0.8	0.7	0.8	1

41: COc1cc([N+](=O)[O-])cc(/C=N/NC(=O)c2ccc(NC(=O)c3ccc(C)cc3)cc2)c1O
42: CCOC(=O)Cc1c(C)nc2c(-c3ccc(Cl)cc3)c(C)[nH]n2c1=O
43: Cc1ccc(S(=O)(=O)Nc2cccc(N(C)S(C)(=O)=O)c2)cc1[N+](=O)[O-]
44: Cc1nnc2sc(-c3cccc(NC(=O)c4cccnc4)c3)nn12
45: Cn1c(=O)c2c(nc(SCc3cccnc3)n2Cc2ccccc2)n(C)c1=O
46: Cc1cc(C)c(C)c(S(=O)(=O)NCC(=O)N2CCCC2)c1C

Compound	41	42	43	44	45	46
PMI act hi M6P	1	0.9	1	0.9	1.2	0.9
TNAP inh hiacc	28	0	-3	-8	-3	-5
G6PDH CS	-3	2	18	0	-4	-7
Efa HMGR inh	-5	-7	-4	-4	1	-6
Diaphorase inh	-4	11	-4	18	13	-1
FLuc stim CS	1	1	1	1.1	1.1	1.1
TNAP inh noacc	-29	10	-3	-8	-8	-8
PMI act	1	1	1	0.9	1.2	1
TNAP act hi DEA	0.7	1	1	1.1	1	1.1
Diaph act CS	1	0.9	1	0.8	0.9	1

Three entries from above, in markdown:
| item | Molecule | PMI act hi M6P | TNAP inh hiacc | G6PDH CS | Efa HMGR inh | Diaphorase inh | FLuc stim CS | TNAP inh noacc | PMI act | TNAP act hi DEA | Diaph act CS |
| --- | --- | --- | --- | --- | --- | --- | --- | --- | --- | --- | --- |
| 26 | COc1ccccc1NC(=O)c1csc(-n2nc(C)cc2C(F)(F)F)n1 | 0.9 | -2 | 4 | -4 | 13 | 1 | -16 | 1 | 1 | 0.9 |
| 27 | CC(C)NC(=O)c1cc(-c2ccc(Br)cc2)on1 | 1.1 | -5 | 1 | -3 | 0 | 0.9 | -16 | 1 | 1.1 | 1 |
| 28 | COc1ccc(/C=N/Nc2cc(N(C)C)nc(N(C)C)n2)cc1 | 0.4 | -2 | 48 | 1 | 33 | 1 | -15 | 0.4 | 1 | 0.7 |
